Screens from PubChem.
OX1R antag – antagonists of human orexin 1 receptor | O43613 | CHO/OX1R cells, Fluo-8 calcium fluorescence, orexin A | inhibition, % at 5 µM | 330,000 compounds, 0.43% hits | AID 434989;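 active = inhibition above its plate's threshold, mean inhibition of all tested compounds on the plate plus 3 SD, cut at about 37% in these data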;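 note: 0% = orexin A challenge wells and 100% = SB-334867-A antagonist wells; not every result past the cut was called active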
Target sequence (O43613 whole entry, looked up): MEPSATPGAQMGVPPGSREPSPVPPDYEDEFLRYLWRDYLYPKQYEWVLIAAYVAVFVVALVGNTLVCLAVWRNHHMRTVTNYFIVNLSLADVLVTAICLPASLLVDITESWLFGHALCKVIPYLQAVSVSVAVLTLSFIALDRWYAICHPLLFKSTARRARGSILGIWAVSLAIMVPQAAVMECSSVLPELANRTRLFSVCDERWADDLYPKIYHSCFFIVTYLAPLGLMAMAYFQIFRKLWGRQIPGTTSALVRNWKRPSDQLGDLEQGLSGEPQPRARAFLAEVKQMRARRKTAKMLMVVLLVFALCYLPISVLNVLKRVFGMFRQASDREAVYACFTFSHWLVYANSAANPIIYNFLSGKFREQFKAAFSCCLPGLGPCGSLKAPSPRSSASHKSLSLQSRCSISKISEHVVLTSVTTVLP
CHT allo act – human CHT allosteric activation; Q9GZV3; CHT-expressing cells, membrane potential dye, choline EC20; hits give high values; LV-AA mutant CHT in HEK293 cells; B-score at 10 µM; 310,000 compounds, 0.49% hits;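 active = initial fluorescence not abnormally high and integrated response B-score, plate-corrected, over 3 SD above library mean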
Target sequence (Q9GZV3 whole entry, looked up): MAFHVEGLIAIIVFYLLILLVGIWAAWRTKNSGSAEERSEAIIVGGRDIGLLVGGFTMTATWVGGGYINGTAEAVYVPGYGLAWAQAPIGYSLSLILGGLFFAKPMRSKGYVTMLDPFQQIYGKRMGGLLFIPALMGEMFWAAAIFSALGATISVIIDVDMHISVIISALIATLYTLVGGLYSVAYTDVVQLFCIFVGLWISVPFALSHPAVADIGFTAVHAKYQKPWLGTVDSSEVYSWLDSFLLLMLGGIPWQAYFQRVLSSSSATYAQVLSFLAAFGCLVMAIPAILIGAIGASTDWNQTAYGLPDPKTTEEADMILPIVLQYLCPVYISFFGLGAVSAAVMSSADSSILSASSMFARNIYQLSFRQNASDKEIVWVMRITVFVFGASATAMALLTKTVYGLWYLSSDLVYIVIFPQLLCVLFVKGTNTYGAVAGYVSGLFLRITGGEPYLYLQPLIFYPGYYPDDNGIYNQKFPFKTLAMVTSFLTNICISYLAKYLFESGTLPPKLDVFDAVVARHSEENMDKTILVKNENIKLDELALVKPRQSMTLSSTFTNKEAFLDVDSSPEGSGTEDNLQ
* hit, by the source's call; i = inactive; x = no result given.

Below each compound – OX1R antag	CHT allo act
1: CC1(C)CC(=O)c2cc(OCC(=O)NCCCN3CCN(c4ccc(F)cc4)CC3)ccc2O1
    -30.2	i
2: O=c1c(Cl)c(NCCO)ncn1-c1ccccc1
    -0.4	i
3: CC(=O)NC(NC(=S)Nc1ccccc1Br)C(Cl)(Cl)Cl (stereo not given)
    0.0	i
4: O=c1[nH]c(Cc2ccccc2Cl)nc2ccccc12
    -38.6	i
5: COc1ccc(C(C[N+](=O)[O-])C2(c3ccc(OC)c(OC)c3)C(=O)c3ccccc3C2=O)cc1 (stereo not given)
    -24.3	i
6: Cc1c[n+]([O-])n(-c2ccc(C(=O)O)cc2)n1
    -4.9	i
7: O=C(CN1CCN(Cc2ccccc2)CC1)N1CCCc2c1c(=O)oc1ccc(O)cc21
    -18.5	i
8: CCN(CC)C(=O)c1ccccc1NC(=O)CN1C(=O)c2ccccc2C1=O
    -12.5	i
9: CCn1c(SCC(=O)N2CCCC2)nnc1-c1ccc(N)cc1
    -3.7	i
10: O=C(COc1ccc(Br)cc1)Nc1nnc(C2CC2)s1
    -10.8	x
11: CN(C)C(CNS(=O)(=O)c1ccc(Cl)cc1)c1cccnc1 (stereo not given)
    -5.7	i
12: Cc1cc(N2CCN(C)CC2)nc2ccc(NC(=O)CCC(=O)NCCC(C)C)cc12
    -5.3	i
13: O=C(NCc1ccccc1)C1CCCN1S(=O)(=O)c1cccc2cccnc12 (stereo not given)
    -25.0	i
14: COC(=O)c1cc(Br)c(=O)n(CCN(C(C)C)C(C)C)c1
    -12.7	i
15: CCOC(=O)C1=C(COC(=O)c2cccc(Br)c2)NC(=O)NC1C (stereo not given)
    -11.4	i
16: CNC(=O)/C=C1\NC(C)(C)Cc2ccccc21
    -10.4	i
17: C=CCC[C@@H](Cc1ccc(F)cc1)C(=O)OC[C@@H](NC(=O)[C@@H](CC=C)CC(=O)N(CCO)Cc1ccccc1)c1ccccc1
    -7.3	x
18: Cc1cc2nc(-c3ccc(SCC(=O)N4CCc5ccccc54)nc3)[nH]c2cc1C
    -13.0	i
19: CCc1nc(Nc2ccccc2)c2oc3ccccc3c2n1
    -35.7	i
20: COc1cccc(-c2csc(N3CCN(Cc4ccccc4)CC3)n2)c1
    -33.4	i
21: COc1ccc(NC(=O)c2cc(-c3ccc4c(c3)OCO4)on2)cc1OC
    -4.8	i
22: COc1ccc(NC(=O)CN(C)C(=O)Cc2c(C)nc3ccccc3c2C)cc1
    -31.3	i
23: COC(CNC(=O)c1cc(C)nn1-c1ccccc1)OC
    -28.3	i
24: COc1ccc(CC(=O)OCc2csc(CC(=O)Nc3ccc(C)cc3)n2)cc1
    -23.1	x
25: C/C(=N/NS(=O)(=O)c1ccc(C)cc1C)c1c[nH]c2ccccc12
    x	i
26: Cc1ccccc1C(=O)NC(=S)Nc1ccc(N2CCN(C(=O)c3ccccc3)CC2)cc1
    -21.8	i
27: CCOC(=O)c1cnc2cc(C)nn2c1C
    -15.7	i
28: O=C(NNc1nc2ccccc2s1)c1ccccc1F
    5.4	i
29: CCOC(=O)c1sc2nc(CC(=O)OC)nc(NCCN(CC)CC)c2c1C
    -11.9	i
30: COC(=O)c1cn(C(=O)c2ccco2)c2ccccc12
    -13.1	i
31: CCCn1c(C2CC(=O)N(c3ccc(C)cc3)C2)nc2ccccc21 (stereo not given)
    -14.3	i
32: CCCN1CCN(C(=S)Nc2ccc([N+](=O)[O-])cc2)CC1
    -12.9	i
33: Nc1c(-c2ccc(Cl)cc2)cnc2c(-c3ccccc3)cnn12
    -12.8	i
34: CC(C)(C)OC(=O)C[C@H]1C/C=C\C[C@H](CC(=O)N(CCO)Cc2ccccc2)C(=O)NC[C@H](c2ccccc2)OC1=O
    -29.0	x
35: COCc1ccc(CN2CCCC(C(=O)Nc3ccc(-c4cccc(OC)c4)cc3)C2)o1 (stereo not given)
    -23.2	i
36: O=c1c2ccccc2c(-c2ccc(O)cc2)nn1-c1cccc(C(F)(F)F)c1
    -4.8	i
37: CCOC(=O)Cc1cc(=O)n2[nH]c(C)cc2n1
    -3.0	i
38: O=C1C2C3C=CC(C2C(=O)N1c1cccc(O)c1)C1C2C(=O)N(c4cccc(O)c4)C(=O)C2C31 (stereo not given)
    -15.7	i
39: COC(=O)C1CCN(C(=O)COC(=O)c2cc(-c3cccs3)nn2-c2ccccc2)CC1
    -28.3	i
40: COc1ccc(N2CCN(C(=O)c3cccc(N4C(=O)C5CC=CC(C)C5C4=O)c3)CC2)cc1 (stereo not given)
    -7.8	i
41: CC(NC(=O)C1CCCN(C(=O)c2ccc(Cl)cc2)C1)c1cccc(C(F)(F)F)c1 (stereo not given)
    -1.4	x
42: COc1ccc(OC)c2sc(N3CCN(C(=O)c4ccc([N+](=O)[O-])s4)CC3)nc12
    1.1	i
43: COc1ccc(CCC(=O)Nc2cc(S(=O)(=O)N3CCOCC3)ccc2OC(C)C)cc1
    -9.0	x
44: Cc1ccc2nc(NCCNC(=O)c3ccccc3)c(C#N)cc2c1
    -36.6	i
45: COc1cccc(C(=O)N2CCN(Cc3cn[nH]c3-c3ccc(F)cc3F)CC2)c1
    7.1	i
46: O=C(CSc1cccc2cccnc12)N/N=C/c1ccc(F)cc1
    -12.2	i
47: COc1ccc(/C=C/C(=O)NC(=S)N2CCSCC2)cc1
    1.3	i
48: Cc1nn(-c2ccccc2)c2c1C(c1ccc([N+](=O)[O-])cc1)C(C#N)=C(N)O2 (stereo not given)
    -8.6	i
49: Cc1ccc(C(=O)NCC(=O)OCc2c(F)cccc2Cl)cc1
    -26.1	i
50: CCn1nccc1C(=O)Nc1cccc(C)c1C
    -11.1	i
51: Clc1cccc(N/N=C/c2ccncc2)c1
    -15.2	i
52: CC(=O)NCCc1ccc(S(=O)(=O)Nc2ccc3c(c2)OCCO3)cc1
    4.9	i
53: Cc1nc2ccccc2c(=O)n1NC(=O)Cc1ccc([N+](=O)[O-])cc1
    -19.5	i
54: CCOC(=O)C(NC(=O)c1cccnc1)(Nc1cccc(C)n1)C(F)(F)F (stereo not given)
    -16.0	i
55: CCOc1ccc(NC(=O)CN(C)C(=O)CC2CC3CCC2C3)cc1OCC (stereo not given)
    -23.9	i
56: O=S(=O)(CCc1nc2ccccc2[nH]1)c1ccc(Cl)cc1
    -5.3	i
57: Cc1nnc2ccc(-c3ccc(NS(=O)(=O)c4ccc(F)cc4F)cc3)nn12
    5.0	i
58: CCCCc1nc(C(N)=O)c2[nH]c(=O)n(-c3ccc(OC)c(OC)c3)c2n1
    -11.5	i
59: CCC(=O)Nc1ccc(C(=O)COC(=O)c2nc3nccc(C)n3n2)cc1
    -11.2	x
60: COC(=O)Cn1c2nc3ccccc3nc2c2cccc(C)c21
    x	i

Carrying on:
cpd	structure	OX1R antag	CHT allo act
61	CCOc1ncccc1C(=O)Nc1ccc(OC)c(S(=O)(=O)N2CCCCC2)c1	-32.1	i
62	COc1cccc(NC(=O)COc2nc3ccccc3nc2C)c1	-5.5	i
63	CCOC(=O)[C@H]1[C@H]2COc3ccc(C)cc3[C@@H]2N2C(=O)c3cc(C)ccc3NC(=O)[C@@]12C	-9.9	x
64	COC(=O)c1ccccc1NC(=O)CSc1n[nH]c(-c2ccncc2)n1	-27.7	i
65	CC(C)[C@H](NC(=O)NCc1ccc(Cl)cc1)C(=O)O	-23.0	i
66	O=C(Cc1c(F)cccc1Cl)N1CCN(S(=O)(=O)c2cccc(F)c2)CC1	-12.8	i
67	Cc1nc2ccc(Br)cn2c(=O)c1Cl	-9.6	i
68	COC(=O)c1c(NC(=O)C(C)(C)C)csc1C	-5.2	i
69	O=C(NCC1CCCO1)c1cc2c(s1)CCC2 (stereo not given)	12.3	i
70	NC(=O)Cn1c(=O)n(Cc2ccccc2)c(=O)c2cccnc21	-13.8	i
71	CCC(Cc1ccccc1)NC(=O)C1=C(C)C(=O)OC12CCC(C)CC2 (stereo not given)	-25.9	i
72	O=C(c1coc(=O)c(Br)c1)N1CCCc2ccccc21	-13.1	i
73	COc1ccc(/C=N/NC(=O)c2ccc(COCC(F)(F)C(F)F)cc2)cc1	-7.6	i
74	CCCCNC(=S)NC(=O)c1ccc([N+](=O)[O-])cc1	-9.7	i
75	C=CCCCCCCCCC(=O)NNC1=CC(=O)CC(C)(C)C1	-21.0	i

4 entries from above, sorted by length of the SMILES, low to high:
cpd	structure	OX1R antag	CHT allo act
62	COc1cccc(NC(=O)COc2nc3ccccc3nc2C)c1	-5.5	i
75	C=CCCCCCCCCC(=O)NNC1=CC(=O)CC(C)(C)C1	-21.0	i
71	CCC(Cc1ccccc1)NC(=O)C1=C(C)C(=O)OC12CCC(C)CC2 (stereo not given)	-25.9	i
61	CCOc1ncccc1C(=O)Nc1ccc(OC)c(S(=O)(=O)N2CCCCC2)c1	-32.1	i

Next part
cpd	structure	OX1R antag	CHT allo act
76	CC(C)CC(=O)Nc1nnc(S(=O)(=O)N(C)c2ccc(Cl)cc2)s1	-8.1	i
77	COc1ccc(S(=O)(=O)N2CCCCCC2)cc1C(=O)N1CCCC(C(F)(F)F)C1 (stereo not given)	-25.5	10.3*
78	COc1cccc(-c2ccc3ncnc(NCc4cccs4)c3c2)c1	-25.6	x
79	COC(=O)c1c(NC(C)=O)sc(C)c1C	-18.5	i
80	CCOCc1nnc(NC(=O)c2ccc(NC(C)=O)cc2)s1	-7.2	i
81	N#CCCN(C(=O)COC(=O)CCC(=O)c1cccs1)c1ccccc1	6.7	x
82	Cc1ccc(C)c(NC(=O)COC(=O)Cn2c(C)csc2=O)c1	-14.1	i
83	COc1ccc(N2CC(C(=O)Nc3nc4ccc(OC)cc4s3)CC2=O)cc1 (stereo not given)	-1.4	i
84	O=[N+]([O-])c1cc(CN2CCCCCC2)ccc1O	-3.6	i
85	Cc1c(NC(=S)/C=C2\N(C)c3ccccc3C2(C)C)c(=O)n(-c2ccccc2)n1C	-0.6	i
86	Cc1cc(C(=O)OCC(=O)Nc2ccccc2)c(C)o1	-6.0	i
87	CCN(C(=O)CCS(=O)(=O)c1ccc2c(c1)oc(=O)n2C)c1ccc(OC)cc1	-14.0	i
88	CC(=O)c1ccc(C(=O)N2CCCC(CNC(=O)c3ccccc3Cl)C2)cc1 (stereo not given)	-15.5	i
89	O=C(c1cnn(Cc2ccccc2)c1)N1CCN(S(=O)(=O)/C=C/c2ccccc2)CC1	-27.4	x
90	O=C1C=C(c2cccc(CO)c2)C[C@@H](c2ccc3c(c2)OCO3)C1	11.7	x

Reprinted at random: 2 compounds from above.
cpd	structure	OX1R antag	CHT allo act
79	COC(=O)c1c(NC(C)=O)sc(C)c1C	-18.5	i
82	Cc1ccc(C)c(NC(=O)COC(=O)Cn2c(C)csc2=O)c1	-14.1	i

Carrying on:
cpd	structure	OX1R antag	CHT allo act
91	COc1ccc(/C=N/NC(=O)c2nonc2C)cc1	-14.8	i
92	O=C(CSc1ccc(C(F)(F)F)cc1[N+](=O)[O-])N1CCOCC1	-1.2	i
93	Cc1cccc(NCc2nc(SCC(N)=O)n[nH]2)c1	-2.3	i
94	COc1ccc2ccc(C(C)(C(C)=O)C(=O)OC(C)C)cc2c1 (stereo not given)	-20.6	x
95	O=C(c1cnc(N2CCN(c3ncccn3)CC2)c2ccccc12)N1CCN(c2ccccn2)CC1	0.6	i
96	CCOC(=O)c1oc2ccccc2c1CN1CCN(c2ccccc2)CC1	-30.0	i
97	CN1CCCC(OC(=O)c2cccc(Br)c2)C1 (stereo not given)	-0.9	i
98	CCCCn1c(N)c(Br)c(=O)[nH]c1=O	-8.8	i
99	CC(O)c1n(C)c(Cl)c[n+]1C (stereo not given)	-10.5	i
100	CCCNC(=O)NS(=O)(=O)c1cnccc1Sc1ccc(Cl)cc1	-15.1	i
101	O=C(NNC(=S)NC(=O)c1ccccc1Cl)c1cccc([N+](=O)[O-])c1	10.8	i
102	COc1ccc(OC)c(-c2cc(C(=O)Nc3ccccc3C(N)=O)c3ccccc3n2)c1	-18.9	i
103	O=C(COc1ccc(Cl)cc1)NCc1nnc(SCC(=O)Nc2ccccc2)o1	-11.9	i
104	CC(NC(=O)Nc1ccc([N+](=O)[O-])cc1)C(c1ccccc1)N1CCOCC1 (stereo not given)	-10.5	i
105	CC(=O)Nc1cc(C(C)(C)C)c(O)c(C(C)(C)C)c1	-6.5	i
106	Cc1cc(Cl)ccc1OCC(=O)NCC(c1cccs1)N1CCOCC1 (stereo not given)	-25.4	i
107	C[C@@H](NC(=O)[C@@H]1Cc2ccccc2CN1C(=O)OC(C)(C)C)C(=O)NC1CCCCC1	-35.9	i
108	CC(Sc1ncn[nH]1)C(=O)c1c(N)n(C)c(=O)n(C)c1=O (stereo not given)	-3.9	x
109	CN(C)c1ccc(C(C(=O)NC2CCCCC2)N(Cc2ccco2)C(=O)c2snc(C(N)=O)c2N)cc1 (stereo not given)	-21.3	i
110	COc1cc(/C=C/C(=O)OCC(=O)NCc2ccco2)ccc1OC(F)F	-2.4	i
111	CC1(C)C/C(=N\O)c2cc3c(nc2C1)CCCC3	-3.2	i
112	CCn1nc(C)c(CCC(=O)O)c1C	-3.8	i
113	c1cnc(N2CC[N+]3(CCCC3)CC2)nc1	-0.5	i
114	COc1ccc(C2C(C#N)=C(N)Oc3c2oc(CO)cc3=O)c(OC)c1OC (stereo not given)	-15.9	i
115	COc1ccc(/C=C/CN2CCCC(C(=O)c3ccc(OC)c(F)c3)C2)cc1 (stereo not given)	-32.9	i
116	COc1cc(OC)cc(C(=O)N[C@H](C(=O)OCC(=O)Nc2ccc(F)c(F)c2F)C(C)C)c1	-21.7	i
117	COc1cc(=O)[nH]c(=O)n1C(=O)Cc1ccccc1	-4.0	i
118	COc1ccc(NC(=O)COc2coc(CN3CCc4ccccc43)cc2=O)cc1	-19.0	i
119	COCC(C)n1c(C)cc(C(=O)CSc2ccc(NC(C)=O)cc2)c1C (stereo not given)	-7.4	i
120	CC(=O)c1cccc(OCC(O)CN2CCN(S(=O)(=O)c3c(F)cccc3F)CC2)c1 (stereo not given)	-23.0	i
121	O=C(CSc1nnnn1-c1cccnc1)Nc1ccc(F)cc1F	8.3	i
122	COc1ccc(-n2c(C)cc(C(=O)COC(=O)c3cc(OC)c(OC)cc3NC(=O)c3cccs3)c2C)cc1	-28.4	i
123	Cc1cc(COc2ccccc2OCCN2CCN(C)CC2)no1	-9.8	i
124	O=C(CN1C(=O)COc2ccccc21)NCCN1CCOCC1	-11.8	i
